MrgX1 antagonist: human MrgX1 receptor antagonism, primary screen. Q96LB2. MRGX1-HEK293 calcium flux, Fluo-4, BAM8-22 antagonism; active compounds read low. B-score at 10 µM. 310,000 tested, 1.3% active;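 active = calcium-response B-score plate-corrected more than 3 library SD below zero, starting fluorescence within 5 deviations, no agonist response on first addition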;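 also: peak minus trough fluorescence over baseline after final BAM8-22 challenge near maximal dose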
RGS4 block: human RGS4 inhibition; P49798; HEK293 M3R/RGS4 inducible, Fluo-4 calcium flux; active compounds read high; triggered by carbachol at its EC20; B-score at 10 µM; 310,000 tested, 0.45% active; AID 463165;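 active = B-score, a plate-corrected calcium signal, over three deviations above library mean, with baseline fluorescence within five deviations of library mean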;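 also: RGS4 expression induced by doxycycline in cells with stable M3 receptor; B-score is computed from the integrated fluorescence ratio over baseline after carbachol; higher B-score means a larger calcium signal and so more RGS4 inhibition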
TRPC6 activator: activates the mouse TRPC6 cation channel; HEK293-TRPC6 membrane potential dye fluorescence; active compounds read high; Q61143; AID 2550; B-score at 10 µM; 310,000 tested, 0.13% active;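 active = B-score of the integrated fluorescence ratio above library mean plus 3 SD, and starting fluorescence ratio within library mean plus 5 SD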;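 also: higher score means more depolarization so channel activation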
TRPC4 block: TRPC4 (mouse) channel inhibition | HEK293 TRPC4beta/mu-opioid, DAMGO-evoked Fluo4 calcium flux; active compounds read low | 300,000 tested, 0.39% active | AID 2247 | B-score at 10 µM;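 active = B-score over 3 SD under the library average, no early fluorescence shift, positive overall ratio signal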
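System: stable TRPC4beta/mu-opioid receptor HEK293 cells; Dosing: single-point compound dosing; Measured by: Fluo4 Ca2+ flux fluorescence; Read-out basis: per-well B score of integrated baseline-normalized Fluo4 ratio.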
ANO1 block: mouse TMEM16A channel inhibition, primary screen; Q8BHY3; HEK293 TMEM16A/YFP iodide influx fluorescence, ionomycin; normalized B-score (activity score, 25-100; higher = stronger inhibition) at 10 µM; 310,000 tested, 1.2% active; AID 588511;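 active = ratio plate-corrected score three or more library SD toward inhibition, starting fluorescence score within five deviations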;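 also: score derived from kinetic fluorescence span divided by baseline fluorescence per well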
Target sequence (Q8BHY3 whole entry, looked up): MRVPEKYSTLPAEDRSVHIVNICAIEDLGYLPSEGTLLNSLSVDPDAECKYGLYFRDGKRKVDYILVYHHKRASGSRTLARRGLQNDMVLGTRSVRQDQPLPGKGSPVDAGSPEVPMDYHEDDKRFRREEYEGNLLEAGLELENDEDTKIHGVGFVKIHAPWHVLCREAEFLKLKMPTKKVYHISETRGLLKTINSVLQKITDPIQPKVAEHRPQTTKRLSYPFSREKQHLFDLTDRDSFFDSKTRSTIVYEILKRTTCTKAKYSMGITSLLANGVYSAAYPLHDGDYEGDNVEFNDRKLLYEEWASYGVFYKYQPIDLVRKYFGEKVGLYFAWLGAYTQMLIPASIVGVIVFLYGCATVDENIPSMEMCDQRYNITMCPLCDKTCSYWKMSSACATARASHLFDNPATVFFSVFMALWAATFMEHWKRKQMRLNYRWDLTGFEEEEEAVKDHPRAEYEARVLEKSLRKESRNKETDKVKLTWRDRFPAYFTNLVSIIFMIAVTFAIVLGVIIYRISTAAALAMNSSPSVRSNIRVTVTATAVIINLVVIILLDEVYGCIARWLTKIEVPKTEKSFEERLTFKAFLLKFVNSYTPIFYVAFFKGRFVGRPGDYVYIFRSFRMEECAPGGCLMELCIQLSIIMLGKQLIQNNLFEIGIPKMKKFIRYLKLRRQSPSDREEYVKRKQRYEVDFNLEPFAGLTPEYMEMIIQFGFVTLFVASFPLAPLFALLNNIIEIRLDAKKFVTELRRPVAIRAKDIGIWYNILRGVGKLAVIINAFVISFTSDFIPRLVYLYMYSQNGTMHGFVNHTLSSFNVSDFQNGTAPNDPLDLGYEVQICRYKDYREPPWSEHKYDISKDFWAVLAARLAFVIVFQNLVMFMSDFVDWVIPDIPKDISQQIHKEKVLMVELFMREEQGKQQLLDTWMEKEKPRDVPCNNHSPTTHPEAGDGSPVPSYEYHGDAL
MrgX1 PAM: human MrgX1 positive allosteric modulation, primary screen | B-score at 10 µM | 310,000 tested, 0.63% active | MrgX1-HEK293, Fluo-4 calcium flux, FDSS; active compounds read high | Q96LB2;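 active = plate-corrected calcium response at least 3 library SD above typical, normal starting fluorescence, not activating the receptor alone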;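 also: compound read alongside a low EC10 to EC30 dose of BAM8-22 agonist; peak minus trough fluorescence over baseline measured at the second addition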
MrgX1 ag: agonists of human MrgX1 receptor; Q96LB2; MrgX1-HEK293 cells, Fluo-4 calcium fluorescence, agonist mode; active compounds read high; B-score at 10 µM; 310,000 tested, 0.44% active;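 active = calcium response B-score plate-corrected fluorescence ratio at least 3 library SD, with starting fluorescence B-score inside 5 SD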
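Test system: HEK293 cells stably expressing human MrgX1 receptor; amount: 15,000 cells per well; doses: compound delivered in addition one of three; times: overnight plating before 1 h dye loading; detection: Fluo-4 NW calcium-flux fluorescence, kinetic read; read-out basis: B-scored fluorescence response ratio; controls: positive and negative controls per plate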
TMEM16A act: activates or potentiates the mouse TMEM16A chloride channel; Q8BHY3; HEK293 TMEM16A/YFP-H148Q/I152L, iodide quench fluorescence; active compounds read low; B-score at 10 µM; 340,000 tested, 0.3% active;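 active = fluorescence-ratio B-score plate-corrected deviation score at least 3 library SD below zero, with starting fluorescence score within 5 deviations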;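 also: channel opened by trigger with iodide after compound preincubation; score built on the fluorescence ratio of max minus min over baseline; more negative score means more quench and so TMEM16A activation or potentiation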
TRPC4 act: activators of mouse TRPC4 channel. B-score at 10 µM. Q9QUQ5. 310,000 tested, 0.49% active. HEK293 TRPC4beta/mu-opioid, Fluo4 calcium fluorescence; active compounds read high;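 active = B-score above 5 SD of library B-scores, and initial fluorescence ratio not above library mean plus 5 SD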;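 also: positive B-score marks a calcium rise read as TRPC4 activation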
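Assay system: HEK293 stable line with TRPC4beta plus mu-opioid receptor. Times: dye 45 min RT, read 110 s. Measured by: kinetic Fluo4 calcium fluorescence. Measure: B score of integrated ratio. Controls: assay buffer as low control, maximal DAMGO as high control.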
TRPC6 inh: inhibitors of mouse TRPC6 channel. Q61143. HEK293-TRPC6, membrane potential dye, ACh-evoked depolarization; active compounds read low. B-score at 10 µM. 310,000 tested, 1.1% active;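 active = B-score under library mean minus 3 SD, initial fluorescence not abnormally high, positive integrated signal ratio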;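 also: B-score derived from integrated fluorescence ratio over the kinetic read; more negative B-score means stronger inhibition of depolarization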
TRPC4 potent: allosterically enhances the mouse TRPC4 cation channel | B-score at 10 µM | AID 2227 | HEK293 TRPC4beta/mu-opioid, DAMGO EC20, Fluo-4 Ca2+ flux; active compounds read high | Q9QUQ5 | 310,000 tested, 0.42% active;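 active = B-score of calcium response area above 5 SD of library B-scores, with initial fluorescence ratio within 5 SD of library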;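 also: B-score of integrated fluorescence ratio over time as area under calcium response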
* = called active by the depositor; i = inactive; . = not tested or not shown.

SMILES	MrgX1 antagonist	RGS4 block	TRPC6 activator	TRPC4 block	ANO1 block	MrgX1 PAM	MrgX1 ag	TMEM16A act	TRPC4 act	TRPC6 inh	TRPC4 potent
O=C(CCc1ccccc1)Nc1ccc(NC(=O)C2CCCCC2)nc1	i	i	i	i	i	i	i	i	i	i	i
Oc1c(Br)cc(Br)cc1/C=N/NC(=S)N[C@H]1CC2C=CC1C2 (some centres not stated)	i	i	i	i	i	i	i	i	i	i	i
COc1cccc(N2C(=O)Nc3ccc(Br)cc3C2(O)C(=O)NCCCOC(C)C)c1 (configuration not stated)	i	i	i	i	i	i	i	i	i	i	i
CN1CCc2nc3sc(C(=O)NCc4ccccc4)c(N)c3cc2C1	i	i	i	i	i	i	i	i	i	i	i
Cc1cc(NC(=O)COC(=O)C2CC(=O)N(c3cccc(Cl)c3)C2)no1 (configuration not stated)	i	i	i	i	i	i	i	i	i	i	i
Cc1c(C)c2ccc(OCC(=O)NC(Cc3c[nH]c4ccc(O)cc34)C(=O)O)c(C)c2oc1=O (configuration not stated)	i	i	i	i	i	i	i	i	i	i	i
C/C(CC(=O)Nc1ccc2c(c1)OCCO2)=N\NC(=O)COc1ccc(Cl)c(C)c1	i	i	i	i	i	i	i	i	i	i	i
CC(=O)c1c(C)n(CCO)c2ccc(O)cc12	i	i	i	i	i	i	i	i	i	i	i
O=C(COC(=O)[C@@H]1CC(O)CN1S(=O)(=O)c1ccccc1[N+](=O)[O-])Nc1ccc2ccccc2c1 (some centres not stated)	i	i	i	i	i	i	i	i	i	i	i
CCC(C)NC(=O)CN(c1cc(C)ccc1OC)S(C)(=O)=O (configuration not stated)	i	i	i	i	i	i	i	i	i	i	i
C=CCc1cccc2cc(C(=O)NNC(=O)CC#N)c(=O)oc12	i	i	i	i	i	i	i	i	i	i	i
O=C(NCCNc1ccccc1[N+](=O)[O-])c1cc(F)c(F)cc1Cl	i	i	i	i	i	i	i	i	i	i	i
COc1ccccc1C(=O)COC(=O)Cn1[nH]c(=O)c2ccccc2c1=O	i	i	i	i	i	i	i	i	i	i	i
O=C(COC(=O)c1cc([N+](=O)[O-])ccc1NCCO)c1ccc(Cl)cc1	i	i	i	i	i	i	i	i	i	i	i
CCOC(=O)N1CCC(c2cc(=O)n3[nH]cc(C(=O)OC)c3n2)CC1	i	i	i	i	i	i	i	i	i	i	i
CSCCC(NS(=O)(=O)/C=C/c1ccccc1)C(=O)O (configuration not stated)	i	i	i	i	i	i	i	i	i	i	i
NC(=Nc1ccccc1)Nc1ccccc1	i	i	i	i	i	i	84*	-14*	134*	i	i
CCc1ccc(C(=O)NNC(=O)C2CC(=O)N(Cc3ccccc3)C2)cc1 (configuration not stated)	i	i	i	i	i	i	i	i	i	i	i
CN(Cc1nc(-c2ccc(Cl)cc2)no1)C(=O)c1ccc2c(c1)OCO2	i	i	i	i	25*	i	i	i	i	i	i
COc1ccc(CNC(=O)CCCCCNc2nc(=S)[nH]c3ccccc23)cc1	i	i	i	i	i	i	i	i	i	i	i
OCCCc1cn(Cc2ccccc2)c2ccccc12	i	i	i	i	i	i	i	i	i	i	i
CNc1nc(N)c([N+](=O)[O-])c(Nc2cccc(Cl)c2)n1	i	15*	i	i	i	i	i	i	i	i	i
Cc1nc(CNS(=O)(=O)c2cccc(F)c2)cs1	i	i	i	i	i	i	i	i	i	i	i
C=CCNC(=S)N1CCC(C(=O)c2ccc(C)cc2)CC1	i	i	i	i	i	i	i	i	i	i	i
CC1=CC(C)[C@H](/C=N/n2c(=O)[nH]c3c([nH]c4ccc(C)cc43)c2=O)C(C)C1 (some centres not stated)	i	i	i	i	i	i	i	i	i	i	i
Cc1c(NS(=O)(=O)c2cccs2)cccc1-c1nc2cccnc2s1	i	i	i	i	i	i	i	i	i	i	i
O=C(CN1CCCCCC1)NN(Cc1ccccc1)c1ccccc1	i	i	i	i	i	i	i	i	i	i	i
CC(C)(C)c1ccc(C(=O)NCCC(=O)N2CCCC2)cc1	i	i	i	i	i	i	i	i	i	i	i
COc1ccc(C(=O)Oc2ccc(C(=S)N3CCCC3)cc2)cc1OC	i	i	i	i	i	i	i	.	i	i	i
CC(=O)Nc1ccc(NC(=O)c2ccnn2C)cc1	i	i	i	i	i	i	i	i	i	i	i
CN(C)/C=C(/C(=O)c1ccc(Cl)cc1)S(=O)(=O)c1ccc(Cl)cc1	i	i	i	i	i	i	i	i	i	i	i
CCc1ccc2[nH]c3nc(SCc4nnc(-c5ccccc5)o4)nnc3c2c1	i	i	i	i	i	i	i	i	i	i	i
Cc1ccc(S(=O)(=O)NCC(=O)OCC(=O)NCc2ccc(F)cc2)cc1	i	i	i	i	i	i	i	i	i	i	i
CCNc1nc(NCC)nc(Oc2ccc(OCC)nn2)n1	i	i	i	i	i	i	i	i	i	i	i
Cc1cc(NC(=O)CCC(=O)N(c2cccc(F)c2)C(C(=O)NC2CCCC2)c2ccncc2)no1 (configuration not stated)	i	i	i	i	i	i	i	i	i	i	i
Brc1nc(Br)n(Cc2ccccc2)n1	i	i	i	i	i	i	i	i	i	i	i
CO/N=C/Cc1c([N+](=O)[O-])c(C)nn1C	i	i	i	i	i	i	i	i	i	i	i
COc1ccccc1C1(O)CCN(CC(=O)Nc2c(C)nn(C)c2C)CC1	i	i	i	i	i	i	i	i	i	i	i
Cc1ccc(SCC(=O)Nc2ccc(N3CCOCC3)cc2)cc1	i	i	i	i	i	i	i	i	i	i	i
O=C(CCCOc1ccc(Cl)cc1)Nc1cccc(C(=O)O)c1	i	i	i	i	i	i	i	i	i	i	i
Cc1ccc(-c2nc(Cl)nc3ccccc23)cc1	i	i	i	i	i	i	i	i	i	i	i
CC(OC(=O)CC1CCCC1)C(=O)Nc1ccc(S(N)(=O)=O)cc1 (configuration not stated)	i	i	i	i	i	i	i	i	i	i	i
Cc1nnc(SCc2cc([N+](=O)[O-])cc3c2OCOC3)[nH]c1=O	i	i	i	i	i	i	i	i	i	i	i
CC1=C(C(=O)c2ccccc2)C(c2ccc(OC(F)F)cc2)NC(=S)N1 (configuration not stated)	i	i	i	i	i	i	i	i	i	i	i
c1cncc(Nc2nc(-c3ccncc3)cs2)c1	i	i	i	i	i	i	i	i	i	i	i
CCOc1cc(NC(=S)NCc2ccco2)c(OCC)cc1NC(=O)CC	i	i	i	i	i	i	i	i	i	i	i
CCn1nc(C)c(/C=N/NC(=S)Nc2ccc(Cl)cc2Cl)c1C	i	i	i	i	i	i	i	i	i	i	i
CC(=O)NCCNC(=O)c1ccc(-n2c(C)ccc2C)cc1	i	i	i	i	i	i	i	i	i	i	i
Oc1ccccc1N1CCN(C(=S)NCc2ccccc2)CC1	i	i	i	i	i	i	i	i	i	i	i
Cc1ccccc1Cn1cc(NC(=O)c2nn(C)cc2Cl)cn1	i	i	i	i	i	i	i	i	i	i	i
The list continues.
SMILES	MrgX1 antagonist	RGS4 block	TRPC6 activator	TRPC4 block	ANO1 block	MrgX1 PAM	MrgX1 ag	TMEM16A act	TRPC4 act	TRPC6 inh	TRPC4 potent
Cc1cccc(NC(=S)NNC(=O)Cc2ccccc2)c1	i	i	i	i	i	i	i	i	i	i	i
Cc1c(NC(=O)CSc2nccn2C)c(=O)n(-c2ccccc2)n1C	i	i	i	.	i	i	i	i	i	i	i
CN(CC(=O)NC(=O)NCc1ccco1)Cc1nc2ccccc2c(=O)[nH]1	i	i	i	i	i	i	i	i	i	i	i
Cn1c(=O)[nH]c2c(Cl)nccc21	i	i	i	i	i	i	i	i	i	i	i
CCOC(=O)C1=C(CC)Nc2ccccc2N=C1NC(=O)c1ccc(S(=O)(=O)N2CCOCC2)cc1	i	i	i	i	i	i	i	i	i	i	i
Cc1ccc(C)c(OC(=O)c2cncc(Br)c2)c1	i	i	i	i	i	i	i	i	i	i	i
CC(=O)NCC(c1cccs1)S(=O)(=O)c1ccc(F)cc1 (configuration not stated)	i	i	i	i	i	i	i	i	i	i	i
CCCCN(Cc1ccccc1)C(=O)C1CCCN(S(=O)(=O)c2cnc[nH]2)C1 (configuration not stated)	i	i	i	i	i	i	i	i	i	i	i
CCc1nnc(NS(=O)(=O)c2ccc(N=Cc3c(C)[nH]n(-c4ccc(C)cc4)c3=O)cc2)s1	i	5.9*	i	i	i	i	i	i	i	i	i
CCCCN(C(=O)/C=C/c1ccco1)c1c(N)n(CCC)c(=O)[nH]c1=O	i	i	i	i	i	i	i	i	i	i	i

In the list so far, 3 have a thiophene ring, fused or not:
SMILES	MrgX1 antagonist	RGS4 block	TRPC6 activator	TRPC4 block	ANO1 block	MrgX1 PAM	MrgX1 ag	TMEM16A act	TRPC4 act	TRPC6 inh	TRPC4 potent
CN1CCc2nc3sc(C(=O)NCc4ccccc4)c(N)c3cc2C1	i	i	i	i	i	i	i	i	i	i	i
Cc1c(NS(=O)(=O)c2cccs2)cccc1-c1nc2cccnc2s1	i	i	i	i	i	i	i	i	i	i	i
CC(=O)NCC(c1cccs1)S(=O)(=O)c1ccc(F)cc1 (configuration not stated)	i	i	i	i	i	i	i	i	i	i	i

(more compounds)
SMILES	MrgX1 antagonist	RGS4 block	TRPC6 activator	TRPC4 block	ANO1 block	MrgX1 PAM	MrgX1 ag	TMEM16A act	TRPC4 act	TRPC6 inh	TRPC4 potent
CC(=O)c1cccc(N(C(=O)c2ccccn2)C(C(=O)NC2CCCCC2)c2cccs2)c1 (configuration not stated)	i	i	i	i	i	i	i	i	i	i	i
COc1ccc(Cn2nnnc2C(C(C)C)N(Cc2ccco2)Cc2cccs2)cc1 (configuration not stated)	i	i	i	i	i	i	i	i	i	i	i
CC1CCCN(c2nc3ccccc3nc2C(C#N)S(=O)(=O)c2ccccc2)C1 (configuration not stated)	i	i	i	i	i	i	i	i	i	i	i
COC(=O)CC(NC(=O)Nc1ccc(C)cc1)c1cccc([N+](=O)[O-])c1 (configuration not stated)	i	i	i	i	i	i	i	i	i	i	i
CCOc1ccccc1NC(=O)C(=O)/C=C(\O)c1cc(OC)ccc1OC	i	i	i	i	i	i	i	i	i	i	i
Cc1ccccc1Cn1c(=O)n(CCCC(=O)NCc2ccco2)c(=O)c2sccc21	i	i	i	i	i	i	i	i	i	i	i
Cc1ccccc1-c1ccc(Nc2ccc(C(=O)N3CCOCC3)cc2)nn1	i	i	i	i	i	i	i	i	i	i	i

Compound activity: PubChem BioAssay, Johns Hopkins Ion Channel Center
